12-hLO inh = qHTS Assay for Inhibitors of 12-hLO (12-human lipoxygenase); Potency, µM (doses to about 57.1 µM), for inactives: at the highest dose activity change, negative = inhibition, most hits filed as inhibitors; purified 12-hLO, xylenol orange hydroperoxide absorbance; hit rate 0.12% among 150,000; AID 1452, 2008; further: potency means the concentration at half of the fitted maximal effect; nearly all actives have a fitted effect of over 55% in size; many of its hits are not listed in these tables
Target sequence (P18054 whole entry, looked up): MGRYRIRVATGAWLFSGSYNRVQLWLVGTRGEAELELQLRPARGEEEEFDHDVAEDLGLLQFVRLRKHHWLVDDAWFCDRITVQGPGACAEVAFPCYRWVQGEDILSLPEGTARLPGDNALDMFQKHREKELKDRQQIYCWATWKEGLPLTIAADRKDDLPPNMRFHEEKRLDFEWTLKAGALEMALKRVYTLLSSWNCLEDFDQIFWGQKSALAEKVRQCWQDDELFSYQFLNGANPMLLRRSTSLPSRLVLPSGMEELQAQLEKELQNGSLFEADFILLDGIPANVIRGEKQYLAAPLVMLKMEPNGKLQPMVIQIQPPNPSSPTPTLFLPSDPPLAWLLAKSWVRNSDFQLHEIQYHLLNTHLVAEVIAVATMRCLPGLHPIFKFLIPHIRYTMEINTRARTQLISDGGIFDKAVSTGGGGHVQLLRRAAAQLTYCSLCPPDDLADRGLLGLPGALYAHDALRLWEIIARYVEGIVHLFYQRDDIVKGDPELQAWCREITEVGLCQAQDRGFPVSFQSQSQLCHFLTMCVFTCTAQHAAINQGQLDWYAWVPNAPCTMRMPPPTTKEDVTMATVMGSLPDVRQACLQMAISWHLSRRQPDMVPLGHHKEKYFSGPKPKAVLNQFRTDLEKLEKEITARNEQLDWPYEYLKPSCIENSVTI
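Hydroperoxide formation by human 12-lipoxygenase from 40 uM arachidonic acid was followed colorimetrically via ferric-xylenol orange complex, using the 573/405 nm absorbance ratio. Enzyme concentration was 150 nM, with 30 min reaction at room temperature.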
IMPase inh = qHTS Assay for Identifying the Cell-Membrane Permeable IMPase Inhibitors. Inositol monophosphatase 1 (Rattus norvegicus), P97697. CHO-M1 cells, IP1 accumulation, HTRF TR-FRET ratio. inhibition (IP1 accumulation), % at 46.1 µM. 120,000 tested, under 10 active. AID 901, 2007; active means well fitted curve in the direction sought with a large enough effect in the signal ratio, not every such curve was filed as active; inconclusive means small, poorly fitted or top-dose-only effect, or a change in a side signal; inactive means no such curve, though single readings can be large or run the other way; the % refers to the signal ratio;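 further: cells stimulated with carbachol in lithium chloride buffer; plate controls were DMSO basal wells for no effect and reference inhibitor wells for full effect; higher means more IMPase inhibition seen as more IP1 and lower FRET ratio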
Target sequence (P97697 whole entry, looked up): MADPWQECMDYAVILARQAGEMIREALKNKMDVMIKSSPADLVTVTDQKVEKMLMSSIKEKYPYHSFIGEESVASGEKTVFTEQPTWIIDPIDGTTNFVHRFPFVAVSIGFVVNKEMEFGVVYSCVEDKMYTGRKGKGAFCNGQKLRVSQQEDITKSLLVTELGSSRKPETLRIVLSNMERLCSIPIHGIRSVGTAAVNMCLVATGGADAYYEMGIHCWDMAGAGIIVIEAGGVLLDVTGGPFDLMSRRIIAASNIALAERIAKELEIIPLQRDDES
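Elevated IP1 in lysates lowers TR-FRET signal (665/620 ratio and 620 channel reported). Cells were CHO-M1, given carbachol (50 uM as added) plus 50mM LiCl, pH 7.4, 30 min, 37C; compounds titrated up to 46 uM; AC50 by Hill equation.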
15-hLO-2 inh = qHTS Assay for Inhibitors of 15-hLO-2 (15-human lipoxygenase 2); AID 881, 2007; Potency, µM (highest dose often 57.1 µM), for inactives: at the highest dose activity change, negative = inhibition, most hits filed as inhibitors; purified 15hLO-2, xylenol orange hydroperoxide absorbance; hit rate 0.56% among 110,000; further: potency means the concentration at half of the fitted maximal effect; nearly all actives have a fitted effect of over 60% in size; many of its hits are not listed in these tables
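Purified human 15hLO-2 (50 nM) preincubated 15 min with compound, then 45 uM arachidonic acid for 90 min at RT in 25 mM Hepes pH 7.5, 0.01% Triton X-100. Hydroperoxide detected by Fe-xylenol orange; 573/405 nm absorbance ratio.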
PNC assembly inh = High Content Assay for Compounds that inhibit the Assembly of the Perinucleolar Compartment. activity change (PNC), negative = inhibition, % at 10 µM. hit rate 3.1% among 140,000. PC3M PTB-GFP, PNC prevalence imaging, 16 h; hits give low values. AID 2417, 2010;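 active means readout at or below -70, meaning at least 70% loss of cells showing the perinucleolar compartment, a nuclear body marking cancer cells; inconclusive means readout between -30 and a set limit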;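 further: plate controls were DMSO wells for no effect and camptothecin positive control wells for full effect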
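Read-out is percentage of cells bearing a perinucleolar compartment, from automated 20x imaging of fixed, Hoechst-stained PC3M PTB-GFP cells. Cells were seeded 4 h, then exposed 16 h to compound (23 nl of library stock) in duplicate plates.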
The depositor's hits bear a star; ? = inconclusive; nt = no result given; & = joins results of further samples; [ ] = dose if it differs, or a comment. Unless noted, the call rests on the fitted dose curve; in most records, active means well fitted curve in the direction sought with a large enough effect; inconclusive means small, poorly fitted or top-dose-only effect, or another doubt; inactive means no such curve, though single readings can be large; an effect the other way counts as inactive or inconclusive. Unless noted, on the % scale 0 is the no-effect control and ±100 the full control effect.

cpd	Molecule	12-hLO inh	IMPase inh
1	CCOC(=O)c1c(C)nc2c(c1C)c(=O)oc1ccccc12	4%	?
2	O=C(O)CCc1nn2cnc3sc4c(c3c2nc1=O)CCCC4	-3%	-3
3	CCN1CCc2nc(NC(=O)C(c3ccccc3)c3ccccc3)sc2C1	15%	7
4	O=C(c1ccc(Cl)cc1)N(Cc1cccs1)C1CCS(=O)(=O)C1 (centres undefined)	-1%	10
5	CCSC1=NCN(CCCC(=O)O)CN1	4%	5
6	CC1=C(C(=O)N2CCOCC2)C(c2ccc(O)cc2)NC(=S)N1 (centres undefined)	3%	nt
7	Cc1ccc(/C=N/NC(=O)Cn2cnc3c2c(=O)n(C)c(=O)n3C)s1	2%	nt
8	Cc1ccc(C)c(S(=O)(=O)c2c(N)n(/N=C/c3ccco3)c3nc4ccccc4nc23)c1	-10%	-4

cpd	15-hLO-2 inh	PNC assembly inh
1	nt	67
2	-10%	21
3	26%	4
4	6%[2.29 µM]	-14
5	12%	-15
6	nt	-2
7	nt	?
8	-18%	-15

Remaining list, next part.
cpd	Molecule	12-hLO inh	IMPase inh
9	Cc1csc(Nc2ccccc2C(F)(F)F)n1	-3%	0
10	COC(=O)c1ccc(NC(=S)NCCc2ccccc2C)cc1	?	10
11	CCOC(=O)c1c(NC(=O)CSc2nnc(-c3c[nH]c4ccccc34)n2CC)sc2c1CCCC2	-3%	nt
12	Cc1cccc(C)c1NS(=O)(=O)c1ccc(NC(=O)c2ccc(Cl)c([N+](=O)[O-])c2)cc1	1%	nt
13	NC(=O)C1CCCN(Cc2ccc(Cl)cc2)C1 (centres undefined)	-6%	2
14	Cc1ccnc(NC(=O)c2sc3ccccc3c2Cl)c1	2%	nt
15	CC(=O)c1ccc(NC(=O)C2CCC(C)NC2=O)cc1 (centres undefined)	2%	5
16	CN(C)S(=O)(=O)c1ccc(C(=O)Nc2ccccc2[N+](=O)[O-])cc1	-2%	nt

cpd	15-hLO-2 inh	PNC assembly inh
9	6%	76
10	nt	23
11	nt	12
12	nt	26
13	-6%	-15
14	nt	?
15	5%	-25
16	nt	-13

Continuation.
cpd	Molecule	12-hLO inh	IMPase inh
17	c1ccc(Cc2nnc3sc(Nc4ccccc4)nn23)cc1	-3%	4
18	C/C=C/c1ccccc1OCc1ccc(C(=O)O)o1	-1%	2
19	c1ccc(C2OC3c4cccc5cccc(c45)C3N2c2ccccc2)cc1 (centres undefined)	9%	5
20	Cn1nnc(NC(=S)NC(=O)c2ccco2)n1	-5%	19
21	CCC(C)NC(=O)CCNS(=O)(=O)c1ccc(Br)cc1 (centres undefined)	2%	-2
22	CC(=O)C1=C(O)C(=O)N(c2ccc(C(=O)O)cc2)C1c1ccccc1 (centres undefined)	8%	-18
23	N#C/C(=C(/O)CN1CCN(c2ccccc2F)CC1)c1nc(-c2ccccc2)cs1	-3%	-2
24	Cc1cccc(C)c1N/C=C/c1onc(C)c1[N+](=O)[O-]	2%	?

cpd	15-hLO-2 inh	PNC assembly inh
17	-3%	1
18	6%	24
19	nt	11
20	nt	35
21	-1%	-90*
22	10%	-7
23	-8%	33
24	-4%	48

Additional results:
cpd	Molecule	12-hLO inh	IMPase inh
25	CCc1ccc(NC(=O)COC(=O)C2(c3ccc(Cl)cc3)CCCC2)cc1	-7%	7
26	Cc1ccccc1-n1c(Cn2c(=O)sc3ccccc32)nnc1SCC(=O)N1CCOCC1	-2%	3
27	O=C(COc1ccc(S(=O)(=O)NC2CCCCC2)cc1Cl)N1CCN(c2ccccc2)CC1	-7%	4
28	Cc1ccc(/C(N)=N/OC(=O)Cc2cccs2)cc1	-3%	-1
29	O=C(CCCC1=NS(=O)(=O)c2ccccc2N1)N1CCN(c2ccccc2)CC1	-1%	1
30	CC(C)C[C@@H]1NC(=O)[C@H](CO)NC(=O)c2cc([N+](=O)[O-])cc(I)c2OCC[C@@H](C(N)=O)NC1=O	-1%	nt
31	O=c1oc2ccccc2c2oc3cc(O)c(O)cc3c12	-26%	nt
32	O=C(CN(C(=O)C1CSC(=O)C1)c1ccccc1F)NCc1ccc2c(c1)OCO2 (centres undefined)	-3%	?

cpd	15-hLO-2 inh	PNC assembly inh
25	nt	-24
26	0%	-22
27	4%	-23
28	-6%	-4
29	-3%	-6
30	nt	28
31	?	nt
32	20%	27

(next part)
cpd	Molecule	12-hLO inh	IMPase inh
33	COc1ccc(/C=C/C(=O)OC(C)CN2CCOCC2)cc1 (centres undefined)	0%	?
34	O=C(Cn1cnc2ccccc2c1=O)NCC(=O)N1CCN(c2ccccn2)CC1	1%	-8
35	CC(C)[C@H](Nc1ccc(S(=O)(=O)N2CCOCC2)cc1[N+](=O)[O-])C(=O)OCC(N)=O	-3%	nt
36	CCCCN(CC)S(=O)(=O)c1ccc2c(c1)CCCN2C(C)=O	0%	9
37	C=C1C[C@@]23C[C@@]1(O)CC[C@@H]2[C@]12C=C[C@@H](O)[C@](C)(C(=O)O1)[C@@H]2[C@@H]3C(=O)O	-1%	1
38	CCS(=O)(=O)NCCc1cc2cc(C)c(C)cc2[nH]c1=O	-10%	1
39	COc1ccc(-c2csc(NC(=S)NC(=O)/C=C/c3ccco3)n2)cc1OC	-1%	nt
40	Cc1cc2cc(CN(Cc3ccco3)C(=O)NCc3ccccc3)c(=O)[nH]c2cc1C	-15%	-5

cpd	15-hLO-2 inh	PNC assembly inh
33	-4%	-16
34	11%	?
35	nt	3
36	-7%	-10
37	-6%	nt
38	-2%	-4
39	nt	-106*
40	-19%	-4

Pulled one by one from the entries so far, four records:
cpd	Molecule	12-hLO inh	IMPase inh
13	NC(=O)C1CCCN(Cc2ccc(Cl)cc2)C1 (centres undefined)	-6%	2
21	CCC(C)NC(=O)CCNS(=O)(=O)c1ccc(Br)cc1 (centres undefined)	2%	-2
8	Cc1ccc(C)c(S(=O)(=O)c2c(N)n(/N=C/c3ccco3)c3nc4ccccc4nc23)c1	-10%	-4
3	CCN1CCc2nc(NC(=O)C(c3ccccc3)c3ccccc3)sc2C1	15%	7

cpd	15-hLO-2 inh	PNC assembly inh
13	-6%	-15
21	-1%	-90*
8	-18%	-15
3	26%	4

(listing goes on)
cpd	Molecule	12-hLO inh	IMPase inh
41	COCCNC(=O)Nc1ccc2nc(-c3cccs3)c(-c3cccs3)nc2c1	-7%	7
42	CCCCn1c(NCCN(C)C)nc2c1c(=O)[nH]c(=O)n2C	-1%	4
43	Nc1nc(N)nc(-c2ccc(Oc3ccccc3)cc2)n1	-5%	6
44	O=C(COC(=O)c1ccccn1)Nc1ncc(C(F)(F)F)cc1Cl	1%	3
45	COc1ccc(C(Nc2ccccn2)c2c(NC(=O)c3ccco3)sc(C)c2C)cc1 (centres undefined)	?	-3
46	CN(C)S(=O)(=O)c1ccc(NC(=O)CSc2ncnc3ccccc23)cc1	-2%	-2
47	CC(C)OC(=O)C1C(=O)CC(C)(O)C(C(=O)OC(C)C)C1c1cccc(O)c1 (centres undefined)	0%	5
48	O=C(Nc1cccc2ccccc12)C12CC3CC(C1)CC(n1cnc([N+](=O)[O-])n1)(C3)C2	2%	?

cpd	15-hLO-2 inh	PNC assembly inh
41	-8%	3
42	-4%	-23
43	11%	79
44	-23%	-14
45	nt	-21
46	nt	-20
47	-2%	27
48	-8%	-27

Additional compounds.
cpd	Molecule	12-hLO inh	IMPase inh
49	O=C1Nc2ccccc2C1=Nc1ccc(-c2nnc3n2CCCCC3)cc1	-2%	-5
50	Cc1ccc(-c2nnn(CC(=O)N(c3ccc(F)cc3)C(C(=O)NC3CCCC3)c3ccco3)n2)o1 (centres undefined)	2%	-7
51	CC(Oc1ccc(Cl)cc1Cl)C(=O)NCCCn1ccnc1 (centres undefined)	-7%	9
52	Cc1nn(Cc2ccc(Cl)cc2Cl)c(C)c1NC(=O)c1sc2ccccc2c1Cl	-8%	0
53	CCOC(=O)c1c(C)oc2c1c1c(c3ccccc32)OCN(Cc2cccnc2)C1	?	7
54	C=CCOc1ccc(/C(O)=C2/C(=O)C(=O)N(CCCN3CCOCC3)C2c2ccc(OC)cc2)cc1 (centres undefined)	-7%	2
55	CNc1c([N+](=O)[O-])ncn1C	0%	5
56	Cc1ccc(S(=O)(=O)NCC(=O)OCC(=O)c2c(N)n(C)c(=O)n(C)c2=O)cc1	-2%	-4

cpd	15-hLO-2 inh	PNC assembly inh
49	-5%	3
50	0%	8
51	23%	2
52	1%	6
53	15%	20
54	nt	8
55	-14%	2
56	nt	46

(list continues)
cpd	Molecule	12-hLO inh	IMPase inh
57	Fc1ccccc1CSc1nnc(-c2cccs2)o1	-4%	5
58	C(=N\Nc1nc(-c2ccccc2)cs1)/c1ccco1	-6%	4
59	Cc1ccc2c(CC(=O)NCc3ccc4c(c3)OCO4)coc2c1	-13%	-4
60	COc1ccc(NC(=O)CN2c3cccc4cccc(c34)S2(=O)=O)c(OC)c1	6%	-2
61	CC1CC(C)CN(c2ccc(C(=O)NCc3ccc4c(c3)OCO4)cc2[N+](=O)[O-])C1 (centres undefined)	-9%	nt
62	O=C(CSc1nc2ccccc2s1)NNC(=S)Nc1ccccc1	-10%	nt
63	Cc1ccc(/C=C(/C#N)C(=O)NC(=O)Oc2ccccc2)cc1	-3%	11
64	COc1cc(OC)c(N2CC34C=CC(O3)C(C(=O)O)C4C2=O)cc1Cl (centres undefined)	4%	-2

cpd	15-hLO-2 inh	PNC assembly inh
57	-4%	-18
58	nt	10
59	-7%	-16
60	-1%	?
61	nt	?
62	nt	?
63	-5%	-101*
64	-3%	-92*

Continued:
cpd	Molecule	12-hLO inh	IMPase inh
65	Cc1ccc(-c2nn3c(C)nnc3c3ccccc23)cc1S(=O)(=O)NCc1ccccc1	1%	-1
66	CC(C)Nc1c(N)c(=O)oc2ccccc12	-2%	4
67	CS(=O)(=O)N1CCC(C(=O)NCc2ccncc2)CC1	-1%	-6
68	C=C1C(=O)C=C2CN(C(=O)c3ccccc3)[C@@](Cc3ccc(F)cc3)(C(=O)OC)[C@@H]12	-5%&-5%	nt
69	COc1ccccc1/C=C/C=N/NC(=O)CN1CCN(S(=O)(=O)c2ccc(C)cc2)CC1	-4%	4
70	CCCCc1c(C)c(C#N)c2nc3ccccc3n2c1Nc1c(C)n(C)n(-c2ccccc2)c1=O	2%	-7
71	CC1CCN(CCCNC(=O)C2CC(=O)N(C3CCCCCC3)C2)CC1 (centres undefined)	1%	?
72	Cc1ccc(C(=O)NC2CCCc3ccccc32)o1 (centres undefined)	0%	-6

cpd	15-hLO-2 inh	PNC assembly inh
65	-7%	-25
66	-29%	16
67	-3%	-22
68	-26%	-119*
69	nt	?
70	-25%	15
71	10%	26
72	-15%	-29

Full records, quoted from the list:
Shown for COc1ccccc1/C=C/C=N/NC(=O)CN1CCN(S(=O)(=O)c2ccc(C)cc2)CC1 → 12-hLO inh: -4%; IMPase inh: 4; 15-hLO-2 inh: nt; PNC assembly inh: ?
Shown for CCCCc1c(C)c(C#N)c2nc3ccccc3n2c1Nc1c(C)n(C)n(-c2ccccc2)c1=O → 12-hLO inh: 2%; IMPase inh: -7; 15-hLO-2 inh: -25%; PNC assembly inh: 15

A portion of the library. The share of hits here may be higher or lower than overall.
